mIDH1 inhibitor = inhibitors of human mutant IDH1 R132H. O75874. IDH1-R132H enzyme, NADPH consumption, diaphorase/resazurin fluorescence. Potency, µM (doses to about 76.6 µM), for the others: at the top dose activity change, negative = inhibition, hits mostly inhibitors. 390,000 tested, 0.093% active. AID 602179; further: on the % scale 0 is the no-effect control and ±100 the full control effect; nearly all actives have a fitted effect of over 65% in size
Target sequence (O75874 whole entry R132H, stated change not applied): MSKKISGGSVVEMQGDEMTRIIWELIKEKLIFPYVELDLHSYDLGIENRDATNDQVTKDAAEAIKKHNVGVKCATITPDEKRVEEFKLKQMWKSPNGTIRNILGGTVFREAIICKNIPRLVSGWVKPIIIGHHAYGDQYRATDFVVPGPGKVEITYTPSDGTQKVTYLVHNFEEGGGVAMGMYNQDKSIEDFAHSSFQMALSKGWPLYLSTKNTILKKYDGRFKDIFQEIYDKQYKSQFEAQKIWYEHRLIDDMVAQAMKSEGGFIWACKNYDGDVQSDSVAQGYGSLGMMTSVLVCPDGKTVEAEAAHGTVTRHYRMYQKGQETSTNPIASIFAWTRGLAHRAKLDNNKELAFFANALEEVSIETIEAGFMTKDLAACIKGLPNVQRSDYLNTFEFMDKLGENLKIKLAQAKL
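IDH1-R132H (0.5 ug/mL) preincubated 30 min with compound, then NADPH (0.016 mM) and alpha-KG (2 mM) added; 80 min at RT, pH 7.5. Remaining NADPH coupled via diaphorase/resazurin to fluorescence (540/590 nm); concentration-response curves normalized to no-enzyme control.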
12-LOX inh = inhibitors of human 12S-lipoxygenase ALOX12 | purified 12hLO, xylenol orange hydroperoxide absorbance | 580,000 tested, 1.1% active | Potency, µM (titrated, usually from 108 µM), inactives show at the top dose activity change, negative = inhibition, actives largely listed as inhibitors; further: on the % scale 0 is the no-effect control and ±100 the full control effect
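Hydroperoxide product was detected by ferrous iron/xylenol orange as the 573 to 405 nm absorbance ratio. Arachidonic acid at 40 uM (final) was turned over for 30 min at room temperature by 150 nM human 12hLO, pH 7.0 Hepes buffer, after 15 min compound preincubation.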
Vif-A3G inh = inhibitors of Vif-APOBEC3G interaction; Q9HC16; HeLa A3G-eYFP + Vif (tagged APOBEC3G with the HIV-1 protein that degrades it), YFP fluorescence, overnight; 410,000 tested, 0.076% active; Potency, µM (top dose mostly 46.1 µM), inactives show top-dose activity, negative = active, usual class: inhibitors;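 further: on the % scale 0 is the no-effect control and ±100 the full control effect; nearly all actives have a fitted effect of over 60% in size; hits raise eYFP signal because A3G escapes Vif-driven loss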
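HeLa cells stably expressing Vif and C-terminally eYFP-tagged A3G, seeded overnight at 37 deg C, then exposed to compound by pintool overnight at 37 deg C. Rise in yellow fluorescence (Ex 488/Em 500-530, Acumen) marks blocked Vif-driven A3G degradation.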
rTrxR1 inhibitor = inhibitors of rat thioredoxin reductase 1 | Potency, µM (series often up to 114 µM), for inactives: top-dose activity change, negative = inhibition, usual class: inhibitors | AID 588453 | O89049 | recombinant rTrxR1, NADPH fluorescence consumption, selenite substrate | 390,000 tested, 1% active; further: on the % scale 0 is the no-effect control and ±100 the full control effect; nearly all actives have a fitted effect of over 65% in size
Target sequence (O89049 whole entry, looked up): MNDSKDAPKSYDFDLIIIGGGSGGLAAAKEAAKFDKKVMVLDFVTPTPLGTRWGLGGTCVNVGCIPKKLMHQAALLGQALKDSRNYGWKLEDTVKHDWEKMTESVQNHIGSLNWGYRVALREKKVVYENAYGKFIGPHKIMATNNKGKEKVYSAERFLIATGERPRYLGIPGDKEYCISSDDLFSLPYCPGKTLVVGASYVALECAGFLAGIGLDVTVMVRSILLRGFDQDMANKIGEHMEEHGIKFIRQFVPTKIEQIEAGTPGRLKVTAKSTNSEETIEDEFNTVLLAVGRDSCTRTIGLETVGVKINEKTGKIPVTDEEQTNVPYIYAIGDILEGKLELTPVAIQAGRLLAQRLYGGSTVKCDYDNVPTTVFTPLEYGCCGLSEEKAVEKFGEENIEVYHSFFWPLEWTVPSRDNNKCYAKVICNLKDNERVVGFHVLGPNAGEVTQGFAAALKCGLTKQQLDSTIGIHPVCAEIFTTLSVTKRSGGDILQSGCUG
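Rat TrxR1 (90 nM in the dispensed reagent) was pre-reduced with 400 uM NADPH for 5 min at room temperature, then incubated with compound for 15 min. After 400 uM selenite was added, NADPH fluorescence (Ex 340/Em 450 nm) was followed for 8 min.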
USP1-UAF1 inh = blocks the human USP1/UAF1 deubiquitinase complex; O94782; recombinant USP1/UAF1, Ub-Rhodamine cleavage fluorescence; Potency, µM (highest dose often 57.1 µM), inactives show top-dose activity change, negative = inhibition, most hits filed as inhibitors; 390,000 tested, 0.23% active; further: on the % scale 0 is the no-effect control and ±100 the full control effect; nearly all actives have a fitted effect of over 60% in size; inactives centre near -12
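In this screen, compounds sit with the deubiquitinase complex (1nM) for 15 min at room temperature before Ub-Rho is added at 150nM final. Fluorescence rise is then followed for 6 reads every 60 seconds.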
TrxR1 substrate = substrates of rat thioredoxin reductase 1 | O89049 | purified TrxR1 substrate turnover, NADPH consumption readout | Potency, µM (titrated, usually from 114 µM), for inactives: at the highest dose activity change, negative = substrate turnover | 390,000 tested, 0.01% active; further: on the % scale 0 is the no-effect control and ±100 the full control effect; nearly all actives have a fitted effect of over 50% in size
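Rat TrxR1, dispensed at 90 nM, was prereduced with 400 uM NADPH (final) for 5 min at ~22 deg C, then incubated with compound 15 min before 400 uM selenite. A first-read NADPH fluorescence drop versus no-compound background flagged substrates.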
RXFP1 agonist = agonists of human relaxin receptor RXFP1. Q9HBX9. HEK293T-RXFP1 cAMP TR-FRET, 30 min; response scale: percent of porcine relaxin response, buffer zero. Potency, µM (highest dose often 57.5 µM), for inactives: top-dose activation, usual class: activators. 370,000 tested, 0.3% active. AID 2676; further: on the % scale 0 is the no-effect control and ±100 the full control effect; nearly all actives have a fitted effect of over 60% in size; many of its hits are not listed in these tables
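Agonist response is measured as cAMP accumulation in an RXFP1-transfected HEK293T line under PDE4 inhibition. Values are scaled between buffer-only and 29 nM porcine relaxin, and EC50s come from standard Hill equation fits.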
Vif-APOBEC3F blk = inhibitors of Vif-A3F interaction | HeLa A3F-eYFP + Vif (tagged APOBEC3F with the HIV-1 protein that degrades it), YFP fluorescence increase | 390,000 tested, 0.2% active | Potency, µM (titrated, usually from 46.1 µM), for the others: top-dose activity, negative = active; further: % of control where 0% means no effect; nearly all actives have a fitted effect of over 65% in size
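HeLa cells stably expressing A3F-eYFP plus Vif, plated and incubated overnight at 37 deg C, then exposed to compounds overnight at 37 deg C. Blocked degradation read as raised yellow fluorescence (Ex 488/Em 500-530).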
RGS4 inh = inhibitors of human regulator of G protein signaling 4 | P49798 | Transcreener GDP fluorescence polarization, RGS4-accelerated GTP hydrolysis | 390,000 tested, 0.039% active | Potency, µM (doses to about 114 µM), for the others: top-dose activity change, negative = inhibition, actives largely listed as inhibitors | AID 504845; further: on the % scale 0 is the no-effect control and ±100 the full control effect; nearly all actives have a fitted effect of over 75% in size; some results filed as inactive show a strong effect at the top dose
Target sequence (P49798 whole entry, looked up): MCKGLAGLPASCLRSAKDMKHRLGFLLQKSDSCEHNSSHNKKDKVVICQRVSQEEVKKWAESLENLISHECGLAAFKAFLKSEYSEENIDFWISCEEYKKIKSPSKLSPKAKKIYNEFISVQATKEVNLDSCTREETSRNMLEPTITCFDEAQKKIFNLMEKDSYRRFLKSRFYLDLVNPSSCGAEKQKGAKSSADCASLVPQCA
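MLSMR compounds (23 nl, pin-transferred) preincubated 10 min at room temperature with a 500nM (2x) first reagent, then RGS4 at 900nM (2x) plus Transcreener GDP mix added; fluorescence polarization (620/688 nm) read before and after 90 min at 30 °C.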
An asterisk follows results filed as active; & = joins results of further samples; [ ] = another dose, or the depositor's remark. The call rests on the fitted dose curve; in most records, active means well fitted curve in the direction sought with a large enough effect; inconclusive means small, poorly fitted or top-dose-only effect, or another doubt; inactive means no such curve, though single readings can be large; an effect the other way counts as inactive or inconclusive. Potency means the concentration at half of the fitted maximal effect. This is a subset; the hit share may differ from the screen's.

O=C(CNC(=O)c1ccco1)OCc1cccc(Cl)c1 was read as mIDH1 inhibitor 8%, 12-LOX inh -22%, Vif-A3G inh 3%, rTrxR1 inhibitor inconclusive, USP1-UAF1 inh -18%, TrxR1 substrate 3%, RXFP1 agonist 3.6%, Vif-APOBEC3F blk 0% and RGS4 inh -8%[56.9 µM].
Screening CCOc1ccc(S(=O)(=O)N2CCN(c3ccc(OC)cc3)CC2)c2cccnc12 returned mIDH1 inhibitor 7%, 12-LOX inh inconclusive, Vif-A3G inh 4%, rTrxR1 inhibitor -7%, USP1-UAF1 inh -10%, TrxR1 substrate 1%, RXFP1 agonist -0.3%, Vif-APOBEC3F blk 4% and RGS4 inh 27%.
CC1CCN(S(=O)(=O)c2ccc3c(ccn3CC(=O)O)c2)CC1 was read as mIDH1 inhibitor 6%, 12-LOX inh -17%, Vif-A3G inh -6%, rTrxR1 inhibitor 11%, USP1-UAF1 inh -21%, TrxR1 substrate 1%, RXFP1 agonist -0.2%, Vif-APOBEC3F blk -8% and RGS4 inh -14%.
For O=C1C2C3C=CC(C3)C2S(=O)(=O)C2C3C=CC(C3)C12 (stereo not given) the results were mIDH1 inhibitor 8%, 12-LOX inh -21%, Vif-A3G inh -2%, USP1-UAF1 inh -14% and Vif-APOBEC3F blk -4%.
For Cc1ccc(Cn2ccsc2=NC(=O)COC(=O)c2ccc(NC(=O)CC#N)cc2)cc1 the results were mIDH1 inhibitor 0%, 12-LOX inh 8%, Vif-A3G inh 1%, rTrxR1 inhibitor 1%, USP1-UAF1 inh -11%, TrxR1 substrate -7%, RXFP1 agonist -0.2%, Vif-APOBEC3F blk 6% and RGS4 inh 0%.
`COCCNC(=O)CSc1nc2cc3c(cc2c(=O)n1CCCC(=O)NCc1ccc2c(c1)OCO2)OCO3` gave mIDH1 inhibitor 8%, 12-LOX inh -24%, Vif-A3G inh 3%, rTrxR1 inhibitor 17%[57.1 µM], USP1-UAF1 inh -16%, TrxR1 substrate 4%[57.1 µM], RXFP1 agonist 0.4%, Vif-APOBEC3F blk 14% and RGS4 inh 7%.
Cc1ccccc1CSc1[nH]c(=O)ncc1C was read as mIDH1 inhibitor 6%, 12-LOX inh 2%, Vif-A3G inh -2%, rTrxR1 inhibitor 39%, USP1-UAF1 inh -22%, TrxR1 substrate 11%, RXFP1 agonist 2.3%, Vif-APOBEC3F blk 3% and RGS4 inh -11%.
`Cc1ccc(C)c(N2CCN(C(=O)Cn3ncn4cccc4c3=O)CC2)c1` gave mIDH1 inhibitor 0%, 12-LOX inh 12%, Vif-A3G inh 7%, rTrxR1 inhibitor 16%[57.1 µM], USP1-UAF1 inh -4%, TrxR1 substrate 9%[57.1 µM], RXFP1 agonist 7.4%, Vif-APOBEC3F blk 3% and RGS4 inh 39%.
CC(=O)c1c(C)[nH]c(C(=O)COC(=O)CNS(=O)(=O)c2ccccc2)c1C was read as mIDH1 inhibitor 0%, 12-LOX inh inconclusive, Vif-A3G inh 0%, rTrxR1 inhibitor -15%, USP1-UAF1 inh -2%, TrxR1 substrate -3%, RXFP1 agonist 1.0%, Vif-APOBEC3F blk -4% and RGS4 inh 8%.
`O=S(=O)(Nc1ccc(N2CCOCC2)cc1)c1c(F)cc(F)cc1Br` gave mIDH1 inhibitor 12%, 12-LOX inh -22%, Vif-A3G inh -1%, rTrxR1 inhibitor 8%[57.1 µM], USP1-UAF1 inh -21%, TrxR1 substrate 8%[57.1 µM], RXFP1 agonist 0.9%, Vif-APOBEC3F blk 7% and RGS4 inh -42%.
COc1ccc(Cl)cc1C(=O)NNC(=S)NC(=O)c1cc(-c2ccc(Cl)cc2)nc2ccccc12 was read as mIDH1 inhibitor 11%, 12-LOX inh 50µM*, Vif-A3G inh -1%, rTrxR1 inhibitor 1%[57.1 µM], USP1-UAF1 inh -8%, TrxR1 substrate -9%, RXFP1 agonist 1.8%, Vif-APOBEC3F blk 3% and RGS4 inh -17%.
Screening CCn1nc(C)c(/C=N\NC(=O)c2ccc3c(c2)OCO3)c1C returned mIDH1 inhibitor 2%, 12-LOX inh 142%[activator][57.4 µM], Vif-A3G inh 1%, rTrxR1 inhibitor -18%, USP1-UAF1 inh -17%, TrxR1 substrate -12%, RXFP1 agonist 0.2%, Vif-APOBEC3F blk 2% and RGS4 inh -45%.
COc1ccc(Cl)cc1NC(=O)COC(=O)CCCC1=NS(=O)(=O)c2ccccc2N1 was read as mIDH1 inhibitor 14%, 12-LOX inh -6%, Vif-A3G inh 2%, rTrxR1 inhibitor 17%, USP1-UAF1 inh -18%, TrxR1 substrate -1%, RXFP1 agonist 1.7%, Vif-APOBEC3F blk 0% and RGS4 inh 21%[11.4 µM].
O=C(NCCOc1ccc(F)cc1)C1CCC(=O)N(CCCN2CCCC2=O)C1 (stereo not given) was read as mIDH1 inhibitor 0%, 12-LOX inh -7%, Vif-A3G inh 6%, rTrxR1 inhibitor 6%, USP1-UAF1 inh -7%, TrxR1 substrate 6%, RXFP1 agonist 0.9%, Vif-APOBEC3F blk 5% and RGS4 inh 1%.
O=c1c(=O)n(CCO)n(CCO)c(=O)n1CCO was read as mIDH1 inhibitor -6%, 12-LOX inh 13%, Vif-A3G inh 3%, USP1-UAF1 inh 3% and Vif-APOBEC3F blk -11%.
For COc1cccc(C(=O)NC23CC4CC(CC(C4)C2)C3)c1 the results were mIDH1 inhibitor 0%, 12-LOX inh -38%, Vif-A3G inh 0%, rTrxR1 inhibitor 13%, USP1-UAF1 inh -16%, TrxR1 substrate 8%, RXFP1 agonist 1.5%, Vif-APOBEC3F blk -7% and RGS4 inh -9%.
`Cn1c(=O)oc2cc(S(=O)(=O)N3CCc4ccccc4C3)ccc21` gave mIDH1 inhibitor -2%, Vif-A3G inh -1%, rTrxR1 inhibitor 9%[57.1 µM], USP1-UAF1 inh -15%, TrxR1 substrate 9%[57.1 µM], RXFP1 agonist -1.1%, Vif-APOBEC3F blk 0% and RGS4 inh -9%.
CCC(CC)c1nnc(NC(=O)C2CC(=O)N(C3CCCC3)C2)s1 (stereo not given) was read as mIDH1 inhibitor 2%, 12-LOX inh inconclusive, Vif-A3G inh -6%, rTrxR1 inhibitor 13%, USP1-UAF1 inh -20%, TrxR1 substrate -2%, RXFP1 agonist -0.1%, Vif-APOBEC3F blk 1% and RGS4 inh -51%.
O=C(c1cc(N2CCOCC2)c(F)cc1[N+](=O)[O-])N1CCOCC1 was read as mIDH1 inhibitor 3%, 12-LOX inh 0%, Vif-A3G inh 1%, rTrxR1 inhibitor -11%[57.1 µM], USP1-UAF1 inh -2%, TrxR1 substrate -6%[57.1 µM], RXFP1 agonist 2.9%, Vif-APOBEC3F blk 6% and RGS4 inh 16%.
For COc1ccc(CNC(=O)NS(=O)(=O)c2ccc(C)cc2)cc1 the results were mIDH1 inhibitor -1%[38.3 µM], 12-LOX inh 9%, Vif-A3G inh 0%&1%, rTrxR1 inhibitor 3%, USP1-UAF1 inh -17%, TrxR1 substrate -6%&0%, Vif-APOBEC3F blk 0% and RGS4 inh 0%&14%.
For O=C1N[C@H](Cc2ccccc2)CO1 the results were mIDH1 inhibitor 2%, 12-LOX inh 20%, Vif-A3G inh 6%, rTrxR1 inhibitor 12%, USP1-UAF1 inh -28%, TrxR1 substrate -8%[57.1 µM], RXFP1 agonist 0.7%, Vif-APOBEC3F blk 8% and RGS4 inh -6%.
For O=C(NC(=S)NCc1ccco1)c1ccc(Br)cc1 the results were mIDH1 inhibitor 1%, 12-LOX inh 16µM*, Vif-A3G inh -1%, rTrxR1 inhibitor 11%[57.1 µM], USP1-UAF1 inh -6%, TrxR1 substrate 6%[57.1 µM], RXFP1 agonist 0.5%, Vif-APOBEC3F blk -6% and RGS4 inh -24%.
`CC(C)NC(=O)C(=O)NCCCOC(C)C` gave mIDH1 inhibitor -1%, 12-LOX inh -25%, Vif-A3G inh 1%, rTrxR1 inhibitor 5%[57.1 µM], USP1-UAF1 inh -19%, TrxR1 substrate 1%, RXFP1 agonist 1.2%, Vif-APOBEC3F blk -3% and RGS4 inh 27%.
Screening O=C1C2CCCN2C(=S)N1c1cc(Cl)ccc1Cl (stereo not given) returned mIDH1 inhibitor -7%, 12-LOX inh inconclusive, Vif-A3G inh 4%, rTrxR1 inhibitor 13%, USP1-UAF1 inh -16%, TrxR1 substrate -4%[57.1 µM], RXFP1 agonist -0.1%, Vif-APOBEC3F blk -4% and RGS4 inh -25%.
For O=C(OCc1ccccc1)N1CCC2CC1c1cc(-c3ccc4c(c3)OCO4)ccc12 (stereo not given) the results were mIDH1 inhibitor -3%, 12-LOX inh -2%, Vif-A3G inh 2%, rTrxR1 inhibitor 5%, USP1-UAF1 inh -22%, TrxR1 substrate 2%, Vif-APOBEC3F blk 5% and RGS4 inh -7%.

Looked up one by one from the list above, 2 records:
O=C(c1cc(N2CCOCC2)c(F)cc1[N+](=O)[O-])N1CCOCC1 was read as mIDH1 inhibitor 3%, 12-LOX inh 0%, Vif-A3G inh 1%, rTrxR1 inhibitor -11%[57.1 µM], USP1-UAF1 inh -2%, TrxR1 substrate -6%[57.1 µM], RXFP1 agonist 2.9%, Vif-APOBEC3F blk 6% and RGS4 inh 16%.
For O=C(NC(=S)NCc1ccco1)c1ccc(Br)cc1 the results were mIDH1 inhibitor 1%, 12-LOX inh 16µM*, Vif-A3G inh -1%, rTrxR1 inhibitor 11%[57.1 µM], USP1-UAF1 inh -6%, TrxR1 substrate 6%[57.1 µM], RXFP1 agonist 0.5%, Vif-APOBEC3F blk -6% and RGS4 inh -24%.
